All columns: NCI-60 one-dose screen, growth in % after 48 h at 10 µM unless noted; 100 = growth as untreated, 0 = no growth, -100 = all killed.
OVCAR-3: OVCAR-3 ovarian cancer. hit rate 7% among 79,000
U251: U251 CNS tumor cells; hit rate 5.4% among 80,000; AID 1794753
OVCAR-8: OVCAR-8 ovarian cancer; hit rate 4.4% among 81,000
OVCAR-5: OVCAR-5 ovarian cancer; hit rate 2.9% among 82,000; AID 1794783
SF-268: SF-268 CNS cancer cells. AID 1794759. hit rate 3.1% among 82,000
PC-3: PC-3 prostate cancer cells. hit rate 3.9% among 80,000
DU-145: DU-145 prostate cancer. hit rate 4.2% among 81,000. AID 1794760
SK-OV-3: SK-OV-3 ovarian cancer cells; hit rate 3.2% among 80,000; AID 1794785
OVCAR-4: OVCAR-4 ovarian cancer cells; hit rate 3.7% among 80,000
An asterisk follows results filed as active. How the source made its calls: active means growth percent below 10; inactive means the rest.

`COc1cc(/C=C/c2nnc(-c3cc(-c4ccccc4)n[nH]3)o2)cc(OC)c1OC` gave OVCAR-3 106.8, U251 108.0, OVCAR-8 80.8, OVCAR-5 101.4, DU-145 107.6, SK-OV-3 88.7 and OVCAR-4 100.1.
Screening CC(=O)N1c2ccnn2CC1c1ccccc1 (stereo not given) returned OVCAR-3 97.1, U251 101.4, OVCAR-8 100.2, OVCAR-5 98.6, SF-268 98.1, PC-3 112.6, DU-145 105.0, SK-OV-3 107.3 and OVCAR-4 112.4.
`COc1ccccc1Nc1nnc(-c2ccc(O)cc2)o1` gave OVCAR-3 65.5, U251 56.2, OVCAR-8 70.6, OVCAR-5 81.0, SF-268 59.7, PC-3 61.3, DU-145 63.1, SK-OV-3 49.7 and OVCAR-4 60.2.
`COc1cc(C2=[N+](C)CCc3cc4c(cc32)OCO4)cc(OC)c1OC` gave OVCAR-3 114.0, U251 102.5, OVCAR-8 106.5, OVCAR-5 98.0, SF-268 103.7, PC-3 100.2, DU-145 108.9, SK-OV-3 107.5 and OVCAR-4 105.6.
For COc1ccc(-c2nc(-c3ccccc3)c(-c3ccccc3)n2CCc2ccc(S(N)(=O)=O)cc2)cc1O the results were U251 105.6, OVCAR-8 106.2, OVCAR-5 109.6, SF-268 101.3, PC-3 105.2, DU-145 111.3, SK-OV-3 108.6 and OVCAR-4 107.3.
Screening COc1ccc(-c2nc(SCC(=O)Nc3ccc(/C(C)=N/O)cc3)[nH]c(=O)c2C#N)cc1 returned OVCAR-3 104.1, U251 84.4, OVCAR-8 85.1, OVCAR-5 108.3, SF-268 92.7, PC-3 99.1, DU-145 101.0, SK-OV-3 60.5 and OVCAR-4 97.5.
CCOC(=O)CCCCC1C(CCCC(=O)OCC)C=NN1C (stereo not given) was read as OVCAR-3 125.9, U251 108.6, OVCAR-8 115.3, OVCAR-5 114.4, SF-268 115.0, PC-3 111.9, DU-145 124.4, SK-OV-3 106.1 and OVCAR-4 94.7.
For CNC(=O)c1cc(Oc2ccc(CC(=O)Nc3cc(C(C)(C)C)nn3C)cc2)ccn1 the results were OVCAR-3 69.6, U251 84.5, OVCAR-8 71.8, OVCAR-5 116.3, SF-268 70.9, PC-3 77.1, DU-145 76.3, SK-OV-3 71.8 and OVCAR-4 44.7.
CON=C1C[C@]2(C[C@@H]3C[C@@H](C/C=C(\C)C[C@@H](C)/C=C/C=C4\CO[C@@H]5[C@H](O)C(C)=C[C@@H](C(=O)O3)[C@]45O)O2)O[C@H](/C(C)=C/C(C)C)[C@H]1C was read as OVCAR-3 1.9*, U251 39.5, OVCAR-8 66.4, OVCAR-5 70.1, SF-268 58.3, PC-3 13.5, DU-145 39.6, SK-OV-3 95.2 and OVCAR-4 57.2.
`CN1C(=O)CC[C@H]1c1cccnc1` gave U251 104.1, OVCAR-8 110.6, OVCAR-5 107.2, SF-268 128.8, PC-3 106.2, DU-145 137.9, SK-OV-3 98.6 and OVCAR-4 105.4.

Overlap with the part before: two entries, followed by the next part.
CON=C1C[C@]2(C[C@@H]3C[C@@H](C/C=C(\C)C[C@@H](C)/C=C/C=C4\CO[C@@H]5[C@H](O)C(C)=C[C@@H](C(=O)O3)[C@]45O)O2)O[C@H](/C(C)=C/C(C)C)[C@H]1C was read as OVCAR-3 1.9*, U251 39.5, OVCAR-8 66.4, OVCAR-5 70.1, SF-268 58.3, PC-3 13.5, DU-145 39.6, SK-OV-3 95.2 and OVCAR-4 57.2.
`CN1C(=O)CC[C@H]1c1cccnc1` gave U251 104.1, OVCAR-8 110.6, OVCAR-5 107.2, SF-268 128.8, PC-3 106.2, DU-145 137.9, SK-OV-3 98.6 and OVCAR-4 105.4.
Screening COc1ccc(/C=C/C(=O)c2nnn(-c3ccc(F)cc3)c2C)cc1 returned U251 90.7, OVCAR-8 95.0, OVCAR-5 90.0, SF-268 100.6, PC-3 95.4, DU-145 98.3, SK-OV-3 98.5 and OVCAR-4 100.2.
`CC1(C)CC[C@]2(C(=O)O)CC[C@]3(C)C(=CCC4[C@@]5(C)C[C@@H](O)[C@@H]6OC(c7ccccc7O)OC[C@@]6(C)C5CC[C@]43C)C2C1` (stereo not given in full) gave OVCAR-3 47.4, U251 28.6, OVCAR-8 53.1, OVCAR-5 102.6, SF-268 56.0, PC-3 62.9, DU-145 44.1, SK-OV-3 80.0 and OVCAR-4 63.6.
Cc1ccccc1NC(=O)CSc1nc2ccccc2[nH]1 was read as OVCAR-3 102.2, U251 101.8, OVCAR-8 103.3, OVCAR-5 97.5, SF-268 96.6, PC-3 102.8, DU-145 104.3, SK-OV-3 97.1 and OVCAR-4 85.2.
CC(=O)c1sc2nc(CSc3nc4ccc(C)cc4[nH]3)[nH]c(=O)c2c1C was read as OVCAR-3 122.1, U251 99.1, OVCAR-8 116.8, OVCAR-5 112.2, SF-268 113.9, PC-3 94.8, DU-145 118.9, SK-OV-3 111.9 and OVCAR-4 150.4.
Screening CC(Nc1ccc(Br)cc1[N+](=O)[O-])C(=O)O (stereo not given) returned OVCAR-3 106.6, U251 105.3, OVCAR-8 105.1, OVCAR-5 103.3, SF-268 100.8, PC-3 104.4, DU-145 107.1, SK-OV-3 98.8 and OVCAR-4 119.3.
O[Si](c1ccccc1)(c1ccccc1)c1ccccc1 was read as OVCAR-3 104.8, U251 93.6, OVCAR-8 96.0, OVCAR-5 93.7, SF-268 98.1, PC-3 78.1, DU-145 99.8, SK-OV-3 113.7 and OVCAR-4 107.5.
Screening O=P(OCC(O)CO)(OCC(O)CO)C(c1ccccc1)(c1ccccc1)c1ccccc1 (stereo not given) returned OVCAR-3 78.6, U251 102.9, OVCAR-8 100.2, OVCAR-5 95.3, SF-268 121.7, PC-3 106.0, DU-145 118.8, SK-OV-3 123.1 and OVCAR-4 110.7.
For COc1cc(C2CN(C)C3(C(=O)Nc4ccccc43)C2C(=O)c2ccc(Br)cc2)cc(OC)c1OC (stereo not given) the results were OVCAR-3 107.3, U251 91.1, OVCAR-8 100.7, OVCAR-5 98.2, SF-268 94.4, PC-3 79.5, DU-145 107.0, SK-OV-3 99.9 and OVCAR-4 102.9.
For CCCCCN(CCCCC)C(=O)C(C)C the results were OVCAR-3 103.9, U251 95.9, OVCAR-8 100.8, OVCAR-5 92.4, SF-268 100.9, PC-3 94.8, DU-145 103.5, SK-OV-3 99.0 and OVCAR-4 103.1.
`CC(C)(C)c1ccc(N=O)cc1` gave U251 94.6, OVCAR-8 95.4, OVCAR-5 102.5, SF-268 100.0, PC-3 100.9, DU-145 107.3, SK-OV-3 107.1 and OVCAR-4 103.3.

The closing 2 compounds of the section above open the next one:
For CCCCCN(CCCCC)C(=O)C(C)C the results were OVCAR-3 103.9, U251 95.9, OVCAR-8 100.8, OVCAR-5 92.4, SF-268 100.9, PC-3 94.8, DU-145 103.5, SK-OV-3 99.0 and OVCAR-4 103.1.
`CC(C)(C)c1ccc(N=O)cc1` gave U251 94.6, OVCAR-8 95.4, OVCAR-5 102.5, SF-268 100.0, PC-3 100.9, DU-145 107.3, SK-OV-3 107.1 and OVCAR-4 103.3.
`C=CCSc1nnc(-c2ccc3nc(-c4ccc(OC)c(OC)c4)[nH]c3c2)o1` gave OVCAR-3 123.8, U251 111.6, OVCAR-8 107.5, OVCAR-5 123.8, SF-268 118.9, PC-3 108.8, DU-145 103.3, SK-OV-3 122.5 and OVCAR-4 106.2.
Screening CCCCC[C@H]1C/C=C2/C(=O)C=C[C@@H]2C/C=C\CCCC(=O)O[C@@H](CCCCC)C/C=C2/C(=O)C=C[C@@H]2C/C=C\CCCC(=O)O1 returned OVCAR-3 -93.5*, U251 -94.3*, OVCAR-8 -20.7*, OVCAR-5 -68.2*, SF-268 -78.7*, PC-3 -71.0*, DU-145 -93.1*, SK-OV-3 -52.7* and OVCAR-4 -74.3*.
O=C(COc1ccc(/C=C2\Oc3ccccc3C2=O)cc1)c1ccc([N+](=O)[O-])cc1 was read as OVCAR-3 238.6, U251 116.2, OVCAR-8 98.0, OVCAR-5 99.6, SF-268 105.5, PC-3 110.7, DU-145 107.7, SK-OV-3 340.3 and OVCAR-4 116.3.
`O=c1[nH]c2ccccc2cc1CSc1ccc(Nc2nccc(-c3ccc4c(c3)OCO4)n2)cc1` gave OVCAR-3 50.7, U251 75.8, OVCAR-8 75.0, OVCAR-5 98.3, SF-268 71.6, PC-3 88.9, DU-145 77.5, SK-OV-3 116.4 and OVCAR-4 27.0.
For CCOC(=O)Nc1cc(N)ncn1 the results were OVCAR-3 113.3, U251 106.5, OVCAR-8 103.8, OVCAR-5 110.2, SF-268 106.3, PC-3 104.2, DU-145 107.3 and SK-OV-3 107.8.
For O=C1C=CC(=O)N1CCCCCCCCCCN1C(=O)C=CC1=O the results were OVCAR-3 38.2, U251 76.9, OVCAR-8 78.2, OVCAR-5 103.3, SF-268 102.6, PC-3 82.2, DU-145 80.1, SK-OV-3 126.3 and OVCAR-4 101.8.
For CCSC(NC(=O)c1ccccc1)=C(C#N)C#N the results were OVCAR-3 98.9, U251 95.2, OVCAR-8 95.1, OVCAR-5 108.4, SF-268 94.2, PC-3 96.0, DU-145 104.7, SK-OV-3 89.7 and OVCAR-4 94.7.
For C[C@]12CCC(=O)C=C1CC[C@@H]1[C@@H]2[C@@H](O)C[C@@]2(C)[C@H]1CC[C@]2(O)[C@@H](O)CO the results were OVCAR-3 36.5, U251 101.4, OVCAR-8 104.9, OVCAR-5 101.1, SF-268 101.7, PC-3 103.3, DU-145 104.9, SK-OV-3 91.6 and OVCAR-4 99.3.
For Cc1cc(C)n(-c2cn3c(-c4ccccc4)csc3n2)n1 the results were OVCAR-3 100.7, U251 94.7, OVCAR-8 95.9, OVCAR-5 95.4, SF-268 98.4, PC-3 88.7, DU-145 104.8, SK-OV-3 89.9 and OVCAR-4 93.0.
For c1csc(C(CC2CCCCC2)c2ccc3ccccc3c2)c1 (stereo not given) the results were OVCAR-3 112.1, U251 104.3, OVCAR-8 110.6, OVCAR-5 113.5, SF-268 103.0, PC-3 102.6, DU-145 104.8, SK-OV-3 102.3 and OVCAR-4 110.0.
For CCCOc1ccc(OCC(=O)c2ccccc2)cc1 the results were OVCAR-3 116.5, U251 100.7, OVCAR-8 103.3, OVCAR-5 104.4, SF-268 107.3, PC-3 96.3, DU-145 131.2, SK-OV-3 106.3 and OVCAR-4 110.6.
For Cc1nc2sc(C(=O)Nc3cccc(Br)c3)c(N)c2cc1C(O)c1ccccc1 (stereo not given) the results were OVCAR-3 8.2*, U251 11.1, OVCAR-8 20.8, OVCAR-5 57.0, SF-268 42.4, PC-3 30.2, DU-145 23.8, SK-OV-3 35.6 and OVCAR-4 70.5.
Screening COc1cc(/C=N/Nc2ccc(Cl)cc2Cl)cc(OC)c1OC returned OVCAR-3 104.2, U251 92.4, OVCAR-8 97.0, OVCAR-5 86.4, SF-268 92.5, PC-3 79.4, DU-145 94.9, SK-OV-3 97.1 and OVCAR-4 100.0.
Screening Nc1ccccc1-c1ccc(-c2ccccc2)c2c1[nH]c1ccccc12 returned OVCAR-3 92.2, U251 82.1, OVCAR-8 95.8, OVCAR-5 96.5, SF-268 86.5, PC-3 84.4, DU-145 96.6, SK-OV-3 80.0 and OVCAR-4 85.3.
CCOC(=O)CCCS(C)(=O)=O was read as OVCAR-3 126.5, U251 105.2, OVCAR-8 107.9, OVCAR-5 97.4, SF-268 107.8, PC-3 87.9, DU-145 117.4, SK-OV-3 103.3 and OVCAR-4 103.0.
`C[n+]1cc2c3c(ccc2c2ccc4cc5c(cc4c21)OCO5)OCO3` gave OVCAR-3 -93.5*, U251 -82.2*, OVCAR-8 -79.5*, OVCAR-5 -65.5*, SF-268 -93.1*, PC-3 -72.8*, DU-145 -94.4* and SK-OV-3 -99.5*.
CCCCCCCCOc1ccc(/C=N/Nc2cc(C)nc3ccc(Br)cc23)cc1OCCCCCCCC was read as OVCAR-3 112.4, U251 106.2, OVCAR-8 90.5, OVCAR-5 115.3, SF-268 105.3, PC-3 97.0, DU-145 110.8, SK-OV-3 101.5 and OVCAR-4 121.8.
For COC(=O)c1noc2cc([N+](=O)[O-])ccc12 the results were OVCAR-3 107.6, U251 98.1, OVCAR-8 102.7, OVCAR-5 104.9, SF-268 99.6, PC-3 95.1, DU-145 108.5, SK-OV-3 99.7 and OVCAR-4 101.9.
Screening C=C(C)[C@@H]1CC[C@]2(C(=O)N[C@H](C)C(=O)OC)CC[C@]3(C)[C@H](CC[C@@H]4[C@@]5(C)Cc6c([nH]c7ccccc67)C(C)(C)[C@@H]5CC[C@]43C)[C@@H]12 returned OVCAR-3 74.1, U251 93.5, OVCAR-8 97.8, OVCAR-5 97.5, SF-268 92.6, PC-3 68.5, DU-145 92.6, SK-OV-3 86.6 and OVCAR-4 81.9.

In the list so far, 3 have a nitro group on carbon:
Screening CC(Nc1ccc(Br)cc1[N+](=O)[O-])C(=O)O (stereo not given) returned OVCAR-3 106.6, U251 105.3, OVCAR-8 105.1, OVCAR-5 103.3, SF-268 100.8, PC-3 104.4, DU-145 107.1, SK-OV-3 98.8 and OVCAR-4 119.3.
O=C(COc1ccc(/C=C2\Oc3ccccc3C2=O)cc1)c1ccc([N+](=O)[O-])cc1 was read as OVCAR-3 238.6, U251 116.2, OVCAR-8 98.0, OVCAR-5 99.6, SF-268 105.5, PC-3 110.7, DU-145 107.7, SK-OV-3 340.3 and OVCAR-4 116.3.
For COC(=O)c1noc2cc([N+](=O)[O-])ccc12 the results were OVCAR-3 107.6, U251 98.1, OVCAR-8 102.7, OVCAR-5 104.9, SF-268 99.6, PC-3 95.1, DU-145 108.5, SK-OV-3 99.7 and OVCAR-4 101.9.
